High-throughput results (PubChem BioAssay)
Pf growth 48h = Primary qHTS for delayed death inhibitors of the malarial parasite plastid, 48 hour incubation. P. falciparum luciferase growth in erythrocytes, 48 h. AID 504832, 2011. hit rate 5.9% among 310,000. Potency, µM (top dose mostly 28.7 µM), for inactives: top-dose activity change, negative = inhibition, actives largely listed as inhibitors; also: potency is read from the fitted curve at half-maximal effect; % is scaled to controls: 0 for no effect and ±100 for the full control effect
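Cell-based growth assay: transgenic P. falciparum expressing firefly luciferase, cultured in red cells within RPMI 1640 containing 0.5% w/v Albumax, 24 mM bicarbonate and gentamycin. A drop in luciferase activity indicates inhibition.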
Shiga inhibitor = A qHTS for Small Molecule Inhibitors of Shiga Toxin; Vero cells, Shiga toxin protein synthesis inhibition reporter; inhibition, % at 38.7 µM; hit rate 9.2% among 290,000; AID 2315, 2010; in the data active = inhibition mostly above about 28%, no sharp cut-off; inactive = mostly below about 43%; also: 0% is about no effect
HCV inhibitor = qHTS Assay for Inhibitors of Hepatitis C Virus (HCV); Potency, µM (top dose mostly 41.8 µM), for the others: at the top dose activity change, negative = inhibition, usual class: inhibitors; Huh7.5.1 HCVcc-Cre infection, luciferase reporter, 44 h; hit rate 3.4% among 340,000; also: potency is read from the fitted curve at half-maximal effect; % is scaled to controls: 0 for no effect and ±100 for the full control effect
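Whole-lifecycle infectious HCVcc-Cre system; cells 1,000/well, compound then virus (~0.5 moi) added 4 h after plating, 44 h culture. Luciferase read 15 sec following 15 min substrate incubation, room temp.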
Pf growth 96h = Primary qHTS for delayed death inhibitors of the malarial parasite plastid, 96 hour incubation; P. falciparum luciferase reporter growth, 96 h; AID 504834, 2011; hit rate 6.9% among 320,000; Potency, µM (series often up to 28.7 µM), for the others: at the highest dose activity change, negative = inhibition, most hits filed as inhibitors; also: potency is read from the fitted curve at half-maximal effect; % is scaled to controls: 0 for no effect and ±100 for the full control effect
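Compounds incubated with erythrocytes infected by luciferase-expressing P. falciparum (2% hematocrit, 0.05% parasitemia final) for 96 hours, 37 C in 5% CO2. Growth inhibition scored as decreased luciferase luminescence.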
LmPK inh = qHTS Assay for Inhibitors of Leishmania Mexicana Pyruvate Kinase (LmPK). purified LmPK, Kinase-Glo ATP luminescence, 1 h. hit rate 0.37% among 290,000. Q27686. AID 1721, 2009. Potency, µM (highest dose often 57.5 µM), without a hit: at the top dose activity change, negative = inhibition, actives largely listed as inhibitors; also: potency is read from the fitted curve at half-maximal effect; % is scaled to controls: 0 for no effect and ±100 for the full control effect
Target sequence (Q27686 whole entry, looked up): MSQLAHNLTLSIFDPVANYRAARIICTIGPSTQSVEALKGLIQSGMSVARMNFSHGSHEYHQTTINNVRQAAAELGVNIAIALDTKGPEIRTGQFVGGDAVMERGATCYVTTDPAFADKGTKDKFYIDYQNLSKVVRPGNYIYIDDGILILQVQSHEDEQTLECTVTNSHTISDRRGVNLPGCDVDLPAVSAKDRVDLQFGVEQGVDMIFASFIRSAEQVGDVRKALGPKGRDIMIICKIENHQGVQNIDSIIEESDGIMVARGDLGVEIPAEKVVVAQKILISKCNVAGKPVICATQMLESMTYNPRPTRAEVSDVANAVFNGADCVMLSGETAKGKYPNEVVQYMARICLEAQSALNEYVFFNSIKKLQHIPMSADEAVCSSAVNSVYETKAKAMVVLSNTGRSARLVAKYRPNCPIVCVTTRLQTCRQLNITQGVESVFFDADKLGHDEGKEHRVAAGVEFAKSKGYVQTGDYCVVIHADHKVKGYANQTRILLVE
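Screened at intermediate enzyme activity to detect both inhibitors and activators: LmPK at 0.1 nM, with a 0.5 nM enzyme column as activation reference. PEP 0.5 mM, ADP 0.1 mM; ATP detected by luminescence after 1 h.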
Cycloheximide cs = Cycloheximide Counterscreen for Small Molecule Inhibitors of Shiga Toxin | cell reporter, cycloheximide protein synthesis inhibition counterscreen | max response, % | hit rate 12% among 300,000 | AID 2314, 2010; in the data active = max response mostly above about 13%, no sharp cut-off; inactive = mostly below about 14%; also: read at 38.3 µM for the half of the compounds with a filed dose; 0% is about no effect
TbPYK inhibitor = qHTS of Trypanosoma Brucei Inhibitors. TbPYK enzyme, Kinase-Glo Plus ATP luminescence, 45 min. AID 624173, 2012. Potency, µM (titrated, usually from 76.8 µM), for inactives: top-dose activity, negative = inhibition, hits mostly inhibitors. hit rate 0.12% among 410,000; also: potency is read from the fitted curve at half-maximal effect; % is scaled to controls: 0 for no effect and ±100 for the full control effect; nearly all actives have a fitted effect of over 50% in size
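Readout: single end-point luminescence (Kinase-Glo Plus, 10 min). Reaction conditions were TbPYK/substrate plus 130 uM ADP, 45 min at RT, pH 7.2 TEA buffer. No-enzyme wells served as controls, and data were normalized before concentration-response fitting.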
* = called active by the depositor; u = inconclusive; x = no result given; & = joins results of further samples; [ ] = dose if it differs, or a comment. Unless noted, calls follow the shape of the dose curve; as a rule, active = well fitted curve in the direction sought with a large enough effect; inconclusive = small, poorly fitted or top-dose-only effect, or another doubt; inactive = no such curve, though single readings can be large; an effect the other way counts as inactive or inconclusive.

1) CCOc1ccc(N=CC2=C(O)CC(c3ccco3)CC2=O)cc1 (configuration not stated)
2) CC1(C)Cc2ccccc2C(c2cc3ccccc3oc2=O)=N1
3) Cc1csc2nc(CN3CCN(CC(=O)N(C)C)CC3)cc(=O)n12
4) CCOC(=O)c1cnc2c(C(=O)OCC)cnn2c1N
5) O=C(COC(=O)CNC(=O)C1CCCCC1)Nc1ccc(Cl)cc1F
6) COCCn1c(=S)[nH]c2cc(C(=O)NCCc3ccccc3)ccc2c1=O
7) CC(C)(C)NC(=O)CSc1nnc(Cc2ccc3c(c2)OCO3)n1C1CCCCC1
8) CCC(=O)Nc1cc(-c2nnc(OC)c3ccccc23)ccc1N1CCOCC1
9) CCn1c(=O)c2cc(C(=O)NCCC(C)C)sc2c2ccccc21
10) CCCc1nnc(SCC(=O)Nc2ccccc2F)o1
Screen / compound no.,1,2,3,4,5,6,7,8,9,10
Pf growth 48h,6%,8.3µM*,22%,77%[activator],4%,-15%,u,15%,u,20%
Shiga inhibitor,8,1,-8,22,-13,10,-12,4,-3,1
HCV inhibitor,23%,-11%,14%,14%,5%,u,5%,-18%,-9%,20%
Pf growth 96h,17%,u,23%,82%[activator],24%,14%,x,x,43%[activator],-27%
LmPK inh,3%,0%,2%,-4%,1%,1%,2%,6%,1%,1%
Cycloheximide cs,8,-2,-1,13,-1,12,-1,-1,-2,6
TbPYK inhibitor,-2%,-5%,-1%,2%,-9%,-2%,-9%,1%,2%,-1%

Overlap with the part before: 4 entries; new compounds follow.
7) CC(C)(C)NC(=O)CSc1nnc(Cc2ccc3c(c2)OCO3)n1C1CCCCC1
8) CCC(=O)Nc1cc(-c2nnc(OC)c3ccccc23)ccc1N1CCOCC1
9) CCn1c(=O)c2cc(C(=O)NCCC(C)C)sc2c2ccccc21
10) CCCc1nnc(SCC(=O)Nc2ccccc2F)o1
11) CCN1CCN(c2nc3ccccc3nc2NS(=O)(=O)c2ccc(NC(C)=O)cc2)CC1
12) Cn1c2ccccc2c2nnc(NN)nc21
13) O=C(CCNC(=O)C1CCN(S(=O)(=O)c2ccccc2)CC1)NCc1cccc(Cl)c1
14) CCOc1ccccc1OCC(=O)Nc1nc2ccccc2[nH]1
15) Cc1ccc(S(=O)(=O)N2CCN(C(=O)CSc3nc4ccccc4c(=O)[nH]3)CC2)c(C)c1
16) CCOc1ccc(C2C(C#N)=C(N)SC(N)=C2C#N)c(OCC)c1
17) C=CCN1CCN(Cc2cnc(Cl)s2)CC1
18) Cc1ccc(N(C)S(=O)(=O)c2ccc3c(c2)NC(=O)C(C)S3)cc1 (configuration not stated)
19) CC(Sc1nc(-c2ccccc2)cc(C(F)(F)F)n1)C(=O)N1CCOCC1 (configuration not stated)
20) COc1ccccc1CNC(=O)CNC(=O)c1ccc(Br)o1
Screen / compound no.,7,8,9,10,11,12,13,14,15,16,17,18,19,20
Pf growth 48h,u,15%,u,20%,-21%,-17%,-1%,6%,u,u,15%,3.3µM*,u,12%
Shiga inhibitor,-12,4,-3,1,-6,25,-12,52*,8,-6,-4,-7,-6,-3
HCV inhibitor,5%,-18%,-9%,20%,23%,5%,5%,20%,-22%,-21%&-1%,18%,u,u,5%
Pf growth 96h,x,x,43%[activator],-27%,u,8%,-23%,-2%,u,27%,24%,u,1.7µM*,46%[activator]
LmPK inh,2%,6%,1%,1%,7%,-15%,-4%,0%,4%,10%,-1%,-7%,6%,0%
Cycloheximide cs,-1,-1,-2,6,-2,-1,2,22*,7,-3,8,9,-5,-3
TbPYK inhibitor,-9%,1%,2%,-1%,4%,-12%,7%,5%,-5%,-4%,0%,4%,-4%,-10%

21) COCCNC(=O)C(c1ccco1)N(C(=O)Cn1nnc2ccccc21)c1cc(C)ccc1C (configuration not stated)
22) CNC(=S)Nc1cc(OC)c(NC(=O)c2ccco2)cc1OC
23) Cc1ccc(CNC(=O)C2CCC(CNS(=O)(=O)c3cccc4cccnc34)CC2)cc1 (configuration not stated)
24) Cc1onc(NC(=O)CSCC(=O)O)c1Br
25) CCOc1ccc(NS(=O)(=O)c2c(C(=O)N3CCCCCC3)c(C)n(C)c2C)cc1
26) CC(C)(C)NC(=O)C(=O)N/N=C/c1ccc(Br)cc1
27) CC(C)(C)OC(=O)N1CC=C2C(C#N)=C(N)C(C#N)(C#N)[C@H](c3cccnc3)[C@H]2C1
28) Cc1ccc(Cn2nc(C)c(NC(=O)CCCn3nc(C)c([N+](=O)[O-])c3C)c2C)cc1
29) Cc1nc(NC(=O)COC(=O)C2=NNC(=O)CC2)c(Cl)cc1Cl
30) CN(C)C(=O)C1CC(=O)OC12CCCCC2 (configuration not stated)
Screen / compound no.,21,22,23,24,25,26,27,28,29,30
Pf growth 48h,x,10%,u,25%,0%,-8%,-20%,-20%,3%,15%
Shiga inhibitor,-8,10,-7,12,-2,13,2,-17,-11,1
HCV inhibitor,4%,-10%,-30%,5%,8%,8%,-3%,-2%,-1%,10%
Pf growth 96h,x,u,12µM*,0%,14%,-8%,x,0%,24%,12%
LmPK inh,21%,0%,9%,9%,2%,1%,3%,-5%,-3%,7%
Cycloheximide cs,-3,-2,4,-2,9,15,8,-2,-2,11
TbPYK inhibitor,u,-8%,5%,0%,0%,5%,3%,-5%,2%,0%

31) COc1ccccc1C(=O)NC1CCCCCCC1
32) CCN(CC)S(=O)(=O)c1ccc(N2CCCC2)c(NC(=O)c2c(-c3ccccc3)noc2C)c1
33) CCCCSc1nc(SCC(=O)NCc2ccco2)c2c3c(sc2n1)COC(C)(CC)C3 (configuration not stated)
34) CCC(C)(C)NC(=O)C(c1ccc(O)cc1)N(CCOC)C(=O)CCC(=O)Nc1nccs1 (configuration not stated)
35) Cc1c(C(=O)OCc2nc3ccsc3c(=O)[nH]2)oc2ccccc12
36) COCCCNC(=O)C1CC(=O)N(c2ccc(C)cc2)C1 (configuration not stated)
37) O=C(NC1CCCCC1)C1CC(=O)N(c2ccc(Cl)cc2)C1 (configuration not stated)
38) Cc1ccc(-c2cc(C(=O)NCc3cccs3)no2)cc1
39) Cc1c(C(=O)N2CCCc3ccccc32)oc2ccc(S(=O)(=O)N3CCOCC3)cc12
40) O=C(COC(=O)CCC(=O)c1ccc(Cl)cc1)NCC1CCCO1 (configuration not stated)
Screen / compound no.,31,32,33,34,35,36,37,38,39,40
Pf growth 48h,u,u,u,2.9µM*,-3%,u,x,104%[activator],u,13%
Shiga inhibitor,102*,-6,0,-2,x,-14,11,23,10,-19
HCV inhibitor,-13%,u,17%,2%,14%,0%,11%,10%,-26%,-1%
Pf growth 96h,u,u,9.3µM*,21%,-6%,12µM*,-11%,17%,-3%,u
LmPK inh,3%,-2%,1%,3%,x,3%,-2%,-6%,7%,-4%
Cycloheximide cs,20*,-5,2,-6,x,-2,0,9.1*,2,10
TbPYK inhibitor,6%,-2%,x,2%,0%,12%,-2%,5%,-9%,-6%

41) Cc1cc(S(=O)(=O)NCc2ccccc2)ccc1OCC(=O)NCc1ccncc1
42) O=P(c1ccccc1)(c1ccccc1)C(O)c1ccc(Br)cc1 (configuration not stated)
43) CCCC(=O)Nc1ccc(Br)cn1
44) CC(C)CCN1C(=O)c2ccc(C(=O)Nc3ccccc3C(=O)O)cc2C1=O
45) CCc1cccc(NS(=O)(=O)c2c(C)n[nH]c2C)c1
46) CC(C)(C)n1nc2c(c1NC(=O)COc1ccc(Cl)cc1)CS(=O)(=O)C2
47) Cc1[nH]c2ccccc2c1N=Nc1c(C)n(C)n(-c2ccccc2)c1=O
48) CCn1c(C(O)c2ccccc2)nc2ccccc21 (configuration not stated)
49) Cc1c(C)n(CCc2c[nH]c3ccccc23)ccc1=O
50) NS(=O)(=O)c1ccc(N/N=C/c2ccc(C(=O)O)cc2)c([N+](=O)[O-])c1
Screen / compound no.,41,42,43,44,45,46,47,48,49,50
Pf growth 48h,u,u,x,18%,u,0%,118%[activator],u,-28%,-1%
Shiga inhibitor,80*,x,20,0,-2,113,2,-7,-7,9
HCV inhibitor,0%,-4%,3%,16%,14%,-8%,-8%,-21%,-6%,10%
Pf growth 96h,u,u,-27%,42%,13µM*,-98%,u,-4%,27%,0%
LmPK inh,-11%,0%,0%,1%,2%,8%,2%,-2%,6%,-4%
Cycloheximide cs,49*,5,5,7,-2,20,10,-2,-1,-3
TbPYK inhibitor,1%,-12%,2%,3%,2%,1%,-10%,3%,4%,-7%

51) COC(=O)C1=NNC2(c3ccc(C)cc3)C(=O)N(c3ccc(C)cc3)C(=O)C12 (configuration not stated)
52) CCCOc1ccc(CC(CC(=O)O)(C(=O)O)C(=O)O)cc1
53) O=C(NCc1ccncc1)c1cccc(F)c1
54) Cc1ccc(C2=NN(CC(=O)NCCN(C)C)C(=O)CC2)cc1
55) C/C(=N\S(=O)(=O)c1ccc(C)cc1)N(C)C
56) O=C(Nc1ccc(Br)cc1)c1ccco1
57) COc1ccc(C(=O)N=S2CCN(C(=O)c3ccc(Cl)cc3)CC2)cc1
Screen / compound no.,51,52,53,54,55,56,57
Pf growth 48h,u,6%,20%,29%,u,113%[activator],-1%
Shiga inhibitor,-3,-19,8,-4,-12,16,-2
HCV inhibitor,30%,15%,-1%,3%,6%,4%,7%
Pf growth 96h,21%,u,0%,12%,-15%,x,48%[activator]
LmPK inh,9%,-4%,-3%,-3%,4%,-17%,1%
Cycloheximide cs,3,-5,-2,-1,-1,30*,-1
TbPYK inhibitor,-5%,-7%,11%,-7%,0%,-1%,-1%
